PMK inhibit – S. pneumoniae PMK inhibitors, primary screen, biochemical, mevalonate pathway, pilot trial included; actives 0.49% (n = 65,000); inhibition, % at 10 µM; AID 539, 2006; purified PMK, PK/LDH-coupled NADH absorbance 340 nm;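 active = top-ranked compounds by inhibition in the single 10 µM screen, taking a fixed number of the strongest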;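 note: 0% = full reaction with DMSO carrier and 100% = background rate without enzyme reaction; no value below 0 was filed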
HPDE-C7 viability – cytotoxicity in HPDE-C7 cells, cell-based, fluorescence, HTS (AID 430). HPDE-C7 pancreatic duct cells viability, fluorescence; higher % means a stronger effect. cytotoxicity, % at 10 µM; hits with a dose series show EC50 in µM. actives 1.8% (n = 63,000);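 note: cells exposed to compound for 48 hours before viability readout; 0% = vehicle and 100% = reference cytotoxic drug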
Spn DPM-DC inh – S. pneumoniae DPM-DC inhibitors, primary screen, biochemical, PK/LDH-coupled NADH fluorescence; AID 556, 2006; calls only at 10 µM; purified DPM-DC; actives 0.49% (n = 65,000); diphosphomevalonate decarboxylase (Streptococcus pneumoniae D39);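 active = the 320 compounds with the highest percent inhibition in the single-dose primary screen, excluding strongly autofluorescent ones, cut at about 32% in these data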;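 note: kinetic rate of NADH fluorescence loss reporting ADP formed by the decarboxylase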
Bfl-1 displacement – Bfl-1 inhibitors, primary screen, biochemical, fluorescence polarization, FITC-Bid, mouse (AID 432); Bcl-2-related protein A1 (Mus musculus); FITC-Bid BH3 peptide fluorescence polarization displacement; higher % means a stronger effect; one-dose displacement, % at 20 µM; IC50 in µM for titrated hits; actives 0.02% (n = 64,000); in the data active = a potency from the dose series; inactive = the rest, 99 in 100 with displacement below about 15%; note: strong numbers were not always called active
MK inhibit – S. pneumoniae MK inhibitors, primary screen, biochemical, PK/LDH-coupled NADH absorbance | inhibition, % at 10 µM | actives 0.48% (n = 65,000) | mevalonate kinase [Streptococcus pneumoniae D39] | AID 555, 2006 | purified MK, PK/LDH-coupled NADH absorbance 340 nm;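 active = ranked among the strongest by inhibition in the single 10 µM screen, a fixed top-ranked set picked for dose follow-up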; note: no value below 0 was filed
KRASV12 cytotoxicity – cytotoxicity in KRAS-transformed pancreatic duct cells, primary screen, cell-based, fluorescence, HTS (AID 431); HPDE-C7K KRASV12 cells, Alamar Blue viability, 48 h; higher % means a stronger effect; cytotoxicity, % at 10 µM, or EC50 in µM where a hit was titrated; actives 1.7% (n = 63,000);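 active = compounds whose percent cytotoxicity in the single-dose primary screen, scaled between solvent and toxic-drug controls, exceeds 50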;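 note: 0% = DMSO solvent wells and 100% = doxorubicin-treated wells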
HT1080 cytotoxicity – cytotoxicity in HT1080 fibrosarcoma cells, cell-based, fluorescence readout (AID 620); HT1080 viability, fluorescence; higher % means a stronger effect; one-dose cytotoxicity, % at 10 µM; EC50 in µM for titrated hits; actives 0.42% (n = 87,000);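 note: cells exposed to compound overnight then 4 h with Alamar Blue; 0% = vehicle DMSO and 100% = killing control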
TNAP inhibition – human TNAP enzyme inhibitors, biochemical, luminescent (AID 518); inhibition, % at 20 µM; hits with a dose series show IC50 in µM; purified TNAP enzyme, luminescent substrate readout; higher % means a stronger effect; actives 0.09% (n = 64,000); Alkaline phosphatase, tissue-nonspecific isozyme (Homo sapiens); in the data active = a potency from the dose series; inactive = the rest, 99 in 100 with inhibition below about 22%;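 note: plate controls were vehicle for no effect and reference inhibitor for full effect; many of its hits are not listed in these tables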
LYP inhibition – LYP phosphatase inhibitors, primary screen, biochemical, DiFMUP fluorescence, recombinant catalytic domain, 10 µM (AID 606); recombinant LYP catalytic domain, DiFMUP fluorescence; higher % means a stronger effect; Tyrosine-protein phosphatase non-receptor type 22 (Homo sapiens); 52,000 tested, under 10 active; inhibition, % at 10 µM; hits with a dose series show IC50 in µM;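 active = IC50 under 40 µM in the dose-response test; inactive = IC50 of 40 µM or more, or never dose-tested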
PMK inhibit pilot replicates – recorded beside PMK inhibit, whose call it bears; inhibition, %; measured here: pilot screen replicates
MK inhibit pilot replicates – second read-out of MK inhibit, no call of its own (marks repeat the call); inhibition, %; measured here: pilot screen replicates
Spn DPM-DC inh pilot screen % – also measured in Spn DPM-DC inh; calls as there; inhibition, %; measured here: pilot screen trials
* marks the source's active call; other numbers are inactive results; i = inactive; . = no result given. Cut-off read from the data, not from the text of the source, unless noted: active = cytotoxicity above about 50%; inactive = the rest.

SMILES	PMK inhibit	HPDE-C7 viability	Spn DPM-DC inh	Bfl-1 displacement	MK inhibit	KRASV12 cytotoxicity	HT1080 cytotoxicity	TNAP inhibition	LYP inhibition	others
CCC1Oc2ccccc2N(CC(=O)NCCCN2CCC(C)CC2)C1=O (stereo not drawn)	16	21%	i	2%	0	13%	8%	6%	2%
Cc1ccc(S(=O)(=O)Cc2ccc(C(=O)NCc3ccc4c(c3)OCO4)o2)cc1	8	-22%	i	9%	10	13%	-6%	13%	0%	PMK inhibit pilot replicates=0.0;MK inhibit pilot replicates=0.5;Spn DPM-DC inh pilot screen %=0.0
CCC(=O)NCCc1cc2ccc(C)cc2[nH]c1=O	4	-22%	i	2%	3	-15%	-4%	-2%	14%
CC(=O)Nc1ccc(S(=O)(=O)N2CCN(C(=O)Cc3ccccc3)CC2)cc1	2	-14%	i	-8%	1	-18%	6%	23%	0%
CC1=C(C(=O)N(C)Cc2ccccc2)C2(CCC(C)CC2)OC1=O (stereo not drawn)	0	-12%	i	-4%	7	1%	-3%	0%	1%
COc1ccc(-n2ccsc2=S)cc1	14	5%	i	3%	0	-6%	5%	1%	.
Cc1ccc(NC2c3ncccc3C(=O)N2C2CCCCC2)cc1C (stereo not drawn)	14	-30%	i	-4%	2	-7%	-3%	18%	6%	PMK inhibit pilot replicates=6.0;MK inhibit pilot replicates=3.5;Spn DPM-DC inh pilot screen %=1.5
CCOC(=O)c1csc(NC(=O)c2cc(OC)c(OC)c(OC)c2)n1	0	-9%	i	12%	2	-2%	-2%	1%	-6%
O=c1cc(O)nc(SCc2ccccc2)[nH]1	2	1%	i	1%	8	0%	-3%	14%	13%
COc1ccccc1N1CCN(c2ncnc3c2oc2ccccc23)CC1	20	30%	i	-5%	3	39%	-2%	0%	.
O=C(O)CC(NC(=O)OCc1ccccc1)c1ccccc1 (stereo not drawn)	0	-7%	i	-6%	5	-3%	1%	7%	11%
COc1ccccc1-n1c(CNC(=O)c2ccco2)nnc1SCC(=O)Nc1ccc(F)cc1	12	-17%	i	-3%	3	1%	-1%	1%	13%
N#C/C(C(=O)N1CCCCC1)=C1\Nc2ccccc2S1	3	3%	i	-1%	6	12%	9%	7%	-11%
COc1ccccc1OCCOc1ccccc1/C=N/n1cnnc1	0	-12%	i	-3%	6	4%	4%	21%	.	PMK inhibit pilot replicates=1.5;MK inhibit pilot replicates=2.5;Spn DPM-DC inh pilot screen %=0.0
O=C(Nc1ccccc1C(=O)O)c1ccc2ccccc2n1	5	32%	i	3%	7	37%	22%	3%	0%
COc1cc(S(=O)(=O)N(Cc2cccnc2)Cc2ccco2)ccc1-n1cnnn1	16	-4%	i	1%	7	6%	22%	6%	3%
CC1=C(C#N)C(C(F)(F)F)(C(F)(F)F)N=C(c2ccco2)N1	6	4%	i	-6%	9	6%	10%	7%	11%
CCN1CCCC1CNC(=O)CSc1cc(=O)n(C)c2cc(Cl)ccc12 (stereo not drawn)	4	.	i	-3%	0	.	-1%	2%	2%
C1CCC(OCCN2CCN(CCOC3CCCCC3)CC2)CC1	3	10%	i	6%	5	23%	5%	3%	7%
O=C(O)c1ccc(NS(=O)(=O)/C=C/c2ccccc2)cc1O	0	-2%	i	0%	9	-12%	-1%	8%	8%
CCc1ccc(NC(=O)CCn2c(=O)oc3ccccc32)cc1	13	-2%	i	-4%	1	-6%	2%	8%	5%
COc1cc(C2CC(=O)c3cnc(NC(=O)COc4ccccc4)nc3C2)cc(OC)c1OC (stereo not drawn)	5	-13%	i	-6%	5	-19%	6%	-2%	2%
CCOC(=O)CNC(=O)CSc1ncnc2c1cnn2Cc1ccccc1	3	-4%	i	0%	4	-4%	11%	8%	9%	PMK inhibit pilot replicates=4.0;MK inhibit pilot replicates=0.0;Spn DPM-DC inh pilot screen %=2.0
O=C(NCc1ccco1)c1cnn2c1NC(c1ccc(Br)cc1)CC2C(F)(F)F (stereo not drawn)	3	-4%	i	4%	3	-7%	0%	10%	-1%
Cc1ccc2c(c1)-c1c(ssc1=S)C(C)(C)N2C(=O)CSc1nncn1C	0	-1%	i	-4%	3	13%	1%	17%	.
Next entries
SMILES	PMK inhibit	HPDE-C7 viability	Spn DPM-DC inh	Bfl-1 displacement	MK inhibit	KRASV12 cytotoxicity	HT1080 cytotoxicity	TNAP inhibition	LYP inhibition	others
Cc1ccc(C)c(SCC(=O)Nc2nnc(-c3ccccc3)o2)c1	11	3%	i	-16%	0	22%	-2%	18%	-6%	PMK inhibit pilot replicates=4.0;MK inhibit pilot replicates=0.0;Spn DPM-DC inh pilot screen %=4.5
COc1ccc(OC)c(S(=O)(=O)N2CCN(C)CC2)c1	3	9%	i	-8%	18	-2%	-2%	4%	2%
CN1CCN(C(=O)c2ccc(COc3ccc(Cl)cc3Cl)cc2)CC1	0	16%	i	-1%	4	28%	-6%	4%	-2%
Cn1c(=O)[nH]c(=O)c2c1nc(N1CCN(c3ccccc3)CC1)n2CCSc1ncccn1	0	10%	i	4%	1	7%	-1%	2%	0%
Cc1ccc(S(=O)(=O)N2CCOCC2)cc1C(=O)NCc1ccco1	12	4%	i	0%	3	0%	-4%	15%	9%
COc1ccc(OC)c(C(=O)CSc2nnc(-c3cccs3)o2)c1	4	-7%	.	-1%	4	-11%	-10%	11%	7%
CCCSc1oc(-c2ccco2)nc1S(=O)(=O)c1ccccc1	1	4%	i	0%	2	1%	0%	8%	7%
CC(=O)c1cnc(Nc2nc(C)c3ccccc3n2)nc1C	0	-6%	i	-3%	2	-2%	-10%	-10%	-4%
O=P1(O)C=C(c2ccccc2)NC(c2ccccc2)=C1	22	-33%	i	0%	0	-34%	6%	3%	1%	PMK inhibit pilot replicates=0.0;MK inhibit pilot replicates=0.0;Spn DPM-DC inh pilot screen %=0.0
O=C1c2ccncc2C(=O)N1CO	20	-3%	i	-2%	0	1%	-3%	14%	-2%
Cc1ccc(-c2noc(CNCCCN(C)C)n2)cc1	0	-26%	i	-6%	10	0%	6%	6%	-8%
CSc1nc2ccccc2n1CC(=O)Nc1ccccc1	5	8%	i	-8%	0	4%	5%	10%	.
CCC(=O)OCCn1c(=O)c2cc3c(=O)n(CCOC(=O)CC)c(=O)c3cc2c1=O	1	1%	i	-1%	9	7%	-10%	19%	7%	PMK inhibit pilot replicates=1.0;MK inhibit pilot replicates=4.0;Spn DPM-DC inh pilot screen %=0.0
CCC1CCCCN1CCCNC(=O)COc1cc(=O)n(C)c2ccccc12 (stereo not drawn)	11	-25%	i	1%	1	-12%	-8%	-1%	7%
N#CC(C(=O)NCc1ccco1)c1nc2ccccc2nc1N1CCOCC1 (stereo not drawn)	0	4%	i	-8%	13	0%	-5%	12%	.
CC1(C)SC2c3ccccc3C(=O)N2[C@@H]1C(=O)NCc1ccco1 (stereo partly drawn)	7	-5%	i	-3%	9	-11%	3%	14%	-2%
Cn1c(=O)c2c(nc(CN3CCC(C(N)=O)CC3)n2CCc2ccccc2)n(C)c1=O	9	-18%	i	4%	9	-26%	23%	5%	9%
CN1CCN(c2ccccc2NC(=O)c2cc(Br)ccc2Cl)CC1	2	9%	i	2%	0	3%	-1%	4%	-10%
CC(=O)N1CCC(C(=O)Nc2ccccc2)(N(Cc2ccccc2)C(=O)c2cccnc2)CC1	3	.	i	-8%	7	.	-6%	11%	.
N#Cc1cc2cc3c(cc2nc1N1CCOCC1)OCO3	10	-10%	.	5%	0	-14%	-1%	0%	.
CCOc1ccccc1-n1c(SCC(=O)NC2CCCC2)nnc1-c1ccoc1C	10	-20%	i	-7%	3	-10%	0%	14%	13%	PMK inhibit pilot replicates=6.5;MK inhibit pilot replicates=8.5;Spn DPM-DC inh pilot screen %=0.0
N#CC(C(=O)c1ccc(S(=O)(=O)N2CCCCCC2)cc1)c1nc2ccccc2[nH]1 (stereo not drawn)	13	-4%	i	2%	1	4%	-5%	8%	2%
CS(=O)(=O)N(CCc1ccccc1)CC(=O)NCc1ccccn1	0	-5%	i	4%	4	-10%	1%	6%	.
O=C(OCn1nnc2ccccc2c1=O)c1ccc2ncsc2c1	15	-2%	i	0%	3	4%	-11%	6%	1%
Cn1nc(-c2ccc(N3CCOCC3)c(NC(=O)c3ccccc3)c2)c2ccccc2c1=O	10	-6%	i	-1%	4	4%	-10%	-3%	-2%

3 entries from above, ordered by number of heavy atoms, descending.
SMILES	PMK inhibit	HPDE-C7 viability	Spn DPM-DC inh	Bfl-1 displacement	MK inhibit	KRASV12 cytotoxicity	HT1080 cytotoxicity	TNAP inhibition	LYP inhibition	others
CN1CCN(c2ccccc2NC(=O)c2cc(Br)ccc2Cl)CC1	2	9%	i	2%	0	3%	-1%	4%	-10%
CC(=O)c1cnc(Nc2nc(C)c3ccccc3n2)nc1C	0	-6%	i	-3%	2	-2%	-10%	-10%	-4%
O=C1c2ccncc2C(=O)N1CO	20	-3%	i	-2%	0	1%	-3%	14%	-2%

Additional results follow.
SMILES	PMK inhibit	HPDE-C7 viability	Spn DPM-DC inh	Bfl-1 displacement	MK inhibit	KRASV12 cytotoxicity	HT1080 cytotoxicity	TNAP inhibition	LYP inhibition	others
CCOC(=O)N1CCN(C(=O)c2ccc(CNS(=O)(=O)c3ccc(C)cc3)cc2)CC1	19	-17%	i	9%	2	-10%	12%	5%	-21%
Cc1nc2ccccc2n1CCC(=O)Nc1cccc(F)c1	12	-9%	i	3%	0	3%	11%	22%	-10%	PMK inhibit pilot replicates=0.5;MK inhibit pilot replicates=1.0;Spn DPM-DC inh pilot screen %=7.5
CCSc1nnc(NC(=O)CSc2nnc(-c3c[nH]c4ccccc34)n2C)s1	0	-3%	i	3%	6	-8%	4%	11%	12%
C=C(C)CSCc1nc2ccccc2[nH]1	4	2%	i	-2%	1	1%	-3%	4%	6%
COc1ccc(NC(=O)c2c(C)cc(=O)oc2C)c(OC)c1	10	3%	i	-1%	1	15%	-4%	4%	.
CCOC(=O)CN1C(=O)C(CC)Oc2ccccc21 (stereo not drawn)	14	0%	i	-1%	0	0%	0%	5%	13%
N#CCSCC(=O)Nc1ccc(F)cc1	4	0%	i	0%	3	3%	5%	15%	-2%	PMK inhibit pilot replicates=5.0;MK inhibit pilot replicates=0.5;Spn DPM-DC inh pilot screen %=0.0
Cc1cc(NC(=O)c2cnn3cccnc23)nn1CC(=O)Nc1cccnc1	7	4%	i	-2%	13	-6%	-4%	8%	5%
O=C(c1ccco1)N1CCN(CC(=O)N2CCCc3c2c(=O)oc2ccc(O)cc32)CC1	10	2%	i	-2%	0	3%	2%	8%	5%
Cc1nn(-c2nc3ccccc3s2)c(N)c1Sc1ccc(F)cc1	2	3%	i	6%	3	-3%	-2%	-15%	-4%

Screens from PubChem.
